From PubChem BioAssay
Casp6 inh – human caspase-6 inhibitors, primary screen, biochemical, VEID-R110 fluorescence, single point, set 2; P55212; purified caspase-6, Z-VEID-R110 cleavage fluorescence; inhibition, % at 12.5 µM; hit rate 0.53% among 350,000; AID 686996, 2013;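 active means mean inhibition across replicates at least about 35%, with every replicate also reaching that limit, limit read from the data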;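 further: 0% = median of neutral control wells and 100% = no fluorescence left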
Target sequence (P55212 24-179 limits assumed): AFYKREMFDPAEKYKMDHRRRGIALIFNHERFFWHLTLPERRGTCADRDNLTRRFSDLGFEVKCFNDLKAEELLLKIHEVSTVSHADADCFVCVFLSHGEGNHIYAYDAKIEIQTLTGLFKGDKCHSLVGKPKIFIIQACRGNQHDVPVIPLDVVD
Target sequence (P55212 194-293 limits assumed): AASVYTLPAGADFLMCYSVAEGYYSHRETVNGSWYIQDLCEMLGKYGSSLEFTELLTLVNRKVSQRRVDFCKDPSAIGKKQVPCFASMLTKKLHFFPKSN
E-sel inducer – E-selectin induction in HUVECs, primary screen, imaging, HUVEC, immunofluorescence imaging, single point | P16581 | normalized: neutral wells 0, TNF-alpha wells 100 | activation, % at 7.58 µM | hit rate 0.37% among 260,000 | AID 686992, 2013;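 active means mean E-selectin-positive cell signal at least 10% of the positive control, reached in at least 60% of replicates, without over 20% cell loss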;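 further: in these data hits start at about 27%; measured in HUVEC primary endothelial cells; signal is the percent of cells scored E-selectin positive by PE staining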
Target sequence (P16581 whole entry, looked up): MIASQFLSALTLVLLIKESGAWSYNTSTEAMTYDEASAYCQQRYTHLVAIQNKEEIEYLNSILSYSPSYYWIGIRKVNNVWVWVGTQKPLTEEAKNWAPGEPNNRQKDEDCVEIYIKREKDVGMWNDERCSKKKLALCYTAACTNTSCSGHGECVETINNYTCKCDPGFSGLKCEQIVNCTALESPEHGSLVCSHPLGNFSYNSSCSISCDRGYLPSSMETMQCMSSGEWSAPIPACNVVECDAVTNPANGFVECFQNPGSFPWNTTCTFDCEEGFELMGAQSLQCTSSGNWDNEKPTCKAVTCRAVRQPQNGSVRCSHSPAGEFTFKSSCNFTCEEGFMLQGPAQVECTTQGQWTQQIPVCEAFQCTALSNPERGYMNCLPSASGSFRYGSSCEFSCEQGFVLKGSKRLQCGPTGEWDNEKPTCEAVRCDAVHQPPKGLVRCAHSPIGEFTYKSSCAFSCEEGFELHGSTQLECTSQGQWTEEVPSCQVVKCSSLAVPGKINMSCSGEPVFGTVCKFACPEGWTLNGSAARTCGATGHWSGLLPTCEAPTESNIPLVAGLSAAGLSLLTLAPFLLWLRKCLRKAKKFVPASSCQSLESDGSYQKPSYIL
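assay system = HUVEC, human umbilical vein endothelial cells | input = 3,000 HUVEC seeded per well | medium = EGM-2 growth medium on 0.1% gelatin-coated wells | dosing = one compound dose added by pin transfer | signal = immunofluorescence imaging | read-out basis = % PE-positive cells | control set = TNF-alpha, DMSO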
RAD54 inh – inhibitors of human RAD54 branch migration, primary screen, biochemical, fluorescence, single point; DNA repair and recombination protein RAD54-like (Homo sapiens), Q92698; RAD54 Holliday junction branch migration, FAM/BHQ fluorescence; inhibition, % at 10.4 µM; hit rate 0.14% among 360,000;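 active means mean normalized replicate activity at least 40 and at least half of replicates scoring 40 or more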;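 further: 0% = median of neutral control wells and 100% = median of positive control wells; inhibitors cause a drop in the FAM fluorescence signal; in these data hits start at about 50%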
RAD52 inh – RAD52 DNA annealing inhibitors, primary screen, biochemical, FRET, single point, set 2; hit rate 0.46% among 360,000; DNA repair protein RAD52 homolog (Homo sapiens), P43351; AID 651710, 2012; inhibition, % at 18.7 µM; recombinant RAD52 DNA annealing, FRET fluorescence;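 active means every replicate showing at least 50% inhibition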
GSIS activator – GLuc luminescence reporter in INS-1E cells, primary screen for activators of glucose-dependent secretion of insulin | INS-1E GLuc reporter insulin secretion, 2-3 h | activation, % at 16.6 µM | hit rate 0.61% among 370,000 | AID 743287, 2014;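 active means lowest replicate activation of at least 40%, so every replicate reaches that level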;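 further: 0% = median of neutral control wells and 100% = median of IBMX positive control wells; some compounds called inactive have numbers as strong as hits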
CFTR F508del cor – F508del CFTR correction, initial screen, CFBE line, single point; AID 720511, 2013; activity (quench increase), % at 7.58 µM; hit rate 0.36% among 350,000; CFBE cells, YFP halide quenching; stimulated with forskolin plus potentiator P3; % fluorescence drop versus neutral controls;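 active means mean added fluorescence quench of at least 8% versus neutral control, with both replicates also reaching 8%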;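 further: cells transiently co-express mutant CFTR-F508del with the halide-sensitive YFP; corrector assay measuring rescue of mutant channel to the surface after 24 h compound exposure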
XiGFP reactiv – activators of inactive X chromosome reactivation, primary screen, imaging, XiGFP fibroblasts, GFP high-content imaging, set 2; XiGFP mouse fibroblasts, % GFP-positive cells imaging, 3 d; cells co-treated with 5-aza-dC sensitizer; scaled so ellipticine positive control = 100%; AID 743238, 2013; hit rate 0.055% among 360,000; activation, % at 7.58 µM;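 active means mean normalized replicate activation at least 10% and every replicate at or above 10%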;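 further: 0% = median of on-plate neutral control wells and 100% = ellipticine 6 µM median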
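Schedule: 3 d treatment, 15 min room-temperature fixation; system: 68-5-11 XiGFP fibroblast line; buffer or medium: DMEM plus 5-aza-dC sensitizer; control set: ellipticine 6 µM positive control; compound: one concentration, pinned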
DENV2 CPE – inhibitors of DENV2 cytopathic effect, primary screen, cell-based, plate reader, single concentration; DENV2-infected cells, cytopathic effect rescue; CPE inhibition, % at 9.99 µM; hit rate 1.7% among 350,000; AID 651640, 2012; in the data active means CPE inhibition above about 20%, passing the limit was not always enough; tested in BHK-21 cells;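 further: 0% = median of neutral control wells and 100% = median of positive control wells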
Starred values were filed as active, the others as inactive; x = no result given.

SMILES	Casp6 inh	E-sel inducer	RAD54 inh	RAD52 inh	GSIS activator	CFTR F508del cor	XiGFP reactiv	DENV2 CPE
COCC#Cc1cnc2c(c1)C(=O)N([C@H](C)CO)C[C@@H](C)[C@@H](CN(C)Cc1ccc(-c3ccccc3)cc1)O2	x	0.0	x	x	-22.8	-3.2	-1.0	x
C[C@H]1CN([C@@H](C)CO)C(=O)c2cccc(NS(=O)(=O)c3ccccc3)c2O[C@H]1CN(C)C(=O)Nc1ccc2c(c1)OCO2	-1.6	0.2	-0.1	-2.0	-3.5	-2.7	-0.2	-5.5
CC(=O)NCCNC(=O)C1Cc2c(-c3ccc4c(c3)OCO4)ccnc2O1 (stereo not drawn)	7.5	1.0	1.7	5.6	x	0.1	0.2	18.6
C[C@@H]1CN([C@@H](C)CO)S(=O)(=O)c2ccc(C#C[C@@H](C)O)cc2O[C@H]1CN(C)C(=O)C1CC1	0.9	-0.4	5.1	6.7	14.1	0.3	0.1	6.9
Cc1cccc2c(=O)cc(C)n(CC(N)=O)c12	0.0	6.1	x	-7.8	1.9	1.2	0.0	0.2
C/C=C/c1cnc2c(c1)C(=O)N([C@@H](C)CO)C[C@H](C)[C@@H](CN(C)Cc1ccc3c(c1)OCO3)O2	1.0	0.8	-4.5	-6.8	5.5	-2.8	-0.6	3.1
C[C@H]1CN([C@@H](C)CO)C(=O)c2cccc(NS(=O)(=O)c3ccc(F)cc3)c2O[C@H]1CN(C)Cc1ccc(C(=O)Nc2ccccc2N)cc1	2.1	1.1	x	6.1	2.0	-0.1	0.5	22.0*
Cc1ccccc1CC(=O)N1CC(C)OC(C)C1 (stereo not drawn)	-4.8	x	3.6	-4.0	x	x	0.4	-3.8
Cc1ccc(C(O)c2ncc(-c3ccc(F)cc3)[nH]2)cc1F (stereo not drawn)	2.0	0.7	5.6	-8.2	-8.6	-3.4	-0.1	7.5
O=[N+]([O-])c1ccccc1SN(Cc1ccccc1)c1ccccn1	1.2	x	x	-18.3	4.4	-4.9	0.0	1.8
CCC1(c2ccc(Cl)cc2)NC(=S)N(c2ccccc2)N1 (stereo not drawn)	-1.8	x	-1.6	-8.8	4.2	-0.4	0.0	2.1
O=C(Nc1nc(-c2cccs2)c(-c2cccs2)s1)C1(c2ccccc2)CC1	-1.5	x	3.4	-23.9	5.9	3.0	0.0	9.7
C[C@H](CO)N1C[C@H](C)[C@@H](CN(C)C(=O)Nc2ccc(F)cc2)Oc2ccc(NC(=O)Nc3ccccc3)cc2C1=O	5.3	-2.7	-13.6	-5.8	-23.2	1.7	-0.1	8.8
COC(=O)c1cccc(C23CC4(C2)[C@H](CN(Cc2cccnc2)[C@@H]4c2ccccc2)C3c2ccc(C(F)(F)F)cc2)c1 (stereo partly drawn)	x	-0.1	x	x	-41.5	-2.7	0.1	x
COc1ccc(C2c3c(oc4ccccc4c3=O)C(=O)N2c2ccc(C)cn2)cc1OC (stereo not drawn)	-0.1	1.0	4.6	-19.8	3.1	-1.2	0.2	18.9
C[C@H](O)[C@@H]1C(=O)N2CCc3c([nH]c4ccccc34)[C@@H]2C[C@@H]1N(C)S(=O)(=O)c1ccccc1	5.5	0.3	x	-90.5	-3.7	0.9	0.2	-13.5
O=C(NCc1cccs1)c1ccc(Cl)c(S(=O)(=O)N2CCOCC2)c1	7.2	-0.3	-1.4	-4.6	-7.8	3.0	-0.1	-8.8
COc1ccc(S(=O)(=O)Nc2ccc3c(c2)C(=O)N([C@H](C)CO)C[C@H](C)[C@@H](CN(C)C(=O)Nc2ccc(C(F)(F)F)cc2)OCCCC[C@@H](C)O3)cc1	0.2	0.2	-6.3	-31.2	-0.9	0.0	-0.2	12.9
CN1CCN(C(=O)C[C@@H]2C[C@H]3c4cc(NC(=O)c5ccc6c(c5)OCO6)ccc4O[C@H]3[C@@H](CO)O2)CC1	-28.4	0.8	-7.4	2.7	12.5	0.1	0.0	-1.9
COc1ccc2c(c1)O[C@H]1c3ccc(O)cc3OC[C@@H]21	4.7	x	-2.8	-1.1	x	-2.8	x	-7.6
O=C(/C(=N/N=C/c1ccc(O)c(O)c1O)c1ccccc1)c1ccccc1	7.0	x	1.3	-3.3	-21.5	x	0.0	-4.3
C[C@H]1CCCCO[C@@H](CN(C)Cc2ccc(Cl)c(Cl)c2)[C@@H](C)CN([C@@H](C)CO)C(=O)c2cc(NC(=O)Nc3ccc(C(F)(F)F)cc3)ccc2O1	-0.7	-0.3	-5.0	23.8	10.6	2.7	0.4	6.2
Cc1noc(C)c1NC(=O)N(C)C[C@H]1Oc2ccc(NC(=O)Cn3cnnn3)cc2C(=O)N([C@@H](C)CO)C[C@@H]1C	1.1	7.8	6.2	-35.1	2.6	0.0	0.0	-0.7
CC(C)CC1NC(=O)c2cc(Cl)ccc2-n2c1nc1ccccc1c2=O (stereo not drawn)	2.1	0.3	x	-8.5	x	0.1	0.3	-19.6
C[C@H](CO)N1C[C@H](C)[C@@H](CN(C)C(=O)CC2CC2)Oc2ncc(C#C[C@@H](C)O)cc2C1=O	-2.9	-0.5	5.5	-0.1	-6.0	0.7	0.5	7.7
CCOC(=O)c1ccccc1NC(=O)COC(=O)C1CC(=O)N(CCc2ccccc2)C1 (stereo not drawn)	0.7	-1.5	x	0.4	-18.3	2.4	0.0	-0.7
COc1ccc(CCN=C(N)Nc2nc(C)cc(C)n2)cc1	-1.4	0.1	-0.7	10.3	1.4	-0.6	0.0	0.4
CCCc1cn(CC[C@H]2CC[C@@H](NC(=O)Nc3ccccc3F)[C@H](CO)O2)nn1	0.3	0.2	1.1	6.6	13.1	4.2	0.0	3.8
Cc1ccc(O)c(-c2cc(C(=O)Nc3ccc(S(=O)(=O)Nc4nccc(C)n4)cc3)[nH]n2)c1	2.4	6.1	-3.1	-10.5	-29.5	0.3	0.0	-0.1
COc1ccccc1CNS(=O)(=O)CCNC1CC1	-6.4	-0.1	4.1	-25.1	-1.4	-0.3	-0.3	-9.1
C[C@@H]1CCCCO[C@@H](CN(C)C(=O)Nc2ccccc2)[C@H](C)CN([C@@H](C)CO)C(=O)c2cc(NC(=O)Nc3ccc4c(c3)OCO4)ccc2O1	-2.1	0.0	-3.0	17.0	-32.5	-5.3	0.1	-2.4
COCC(=O)N1[C@H](CO)[C@H]2c3ccccc3NC[C@H]21	0.4	-0.1	0.9	8.3	10.8	-1.5	-0.1	31.9*
COc1ccccc1NC(=O)c1sc(Cl)nc1C	8.3	x	-2.1	-1.0	40.1	1.5	0.0	5.7
O=C1C2C3C=CC(C4CC34)C2C(=O)N1c1ccc2c(c1)OCO2 (stereo not drawn)	2.1	x	x	-10.6	-7.3	-2.7	0.1	1.6
C[C@@H]1CN([C@H](C)CO)C(=O)c2cccc(NS(=O)(=O)c3ccc(Cl)cc3)c2O[C@@H]1CN(C)C(=O)Nc1ccccc1	0.1	-0.2	-11.6	20.4	-14.2	0.8	0.3	-4.4
CCc1ccc(-c2cc(C)no2)cc1S(=O)(=O)N1CCN(c2ccccc2F)CC1	1.7	-0.7	1.5	-4.5	-1.8	1.7	0.2	-3.1
c1cc2c(cc1CNc1ccc(N3CCOCC3)cc1)OCO2	-0.8	-0.2	1.1	-7.1	-5.3	-1.3	0.3	-2.4
CC1C(=O)N2CCCc3cc(NC(=O)CC(C)(C)C)cc1c32 (stereo not drawn)	-1.3	-2.1	-8.8	-11.1	-3.3	2.4	0.0	-0.2
O=C(C1Cc2ccccc2CN1C(=O)c1ccccc1)N1CCN(c2ccccc2)CC1 (stereo not drawn)	19.7	x	4.8	-4.4	-19.7	2.0	0.1	-5.3
Cn1c(C(=O)N2CCC(C(=O)N3CCOCC3)CC2)cc2sccc21	-0.9	0.1	-3.3	-5.0	-6.7	-2.4	0.1	-3.0

Three of the compounds above, as labelled records:
Compound: CC(C)CC1NC(=O)c2cc(Cl)ccc2-n2c1nc1ccccc1c2=O (stereo not drawn)
  Casp6 inh = 2.1 | E-sel inducer = 0.3 | RAD54 inh = x | RAD52 inh = -8.5 | GSIS activator = x | CFTR F508del cor = 0.1 | XiGFP reactiv = 0.3 | DENV2 CPE = -19.6
Compound: COCC(=O)N1[C@H](CO)[C@H]2c3ccccc3NC[C@H]21
  Casp6 inh = 0.4 | E-sel inducer = -0.1 | RAD54 inh = 0.9 | RAD52 inh = 8.3 | GSIS activator = 10.8 | CFTR F508del cor = -1.5 | XiGFP reactiv = -0.1 | DENV2 CPE = 31.9*
Compound: O=C(/C(=N/N=C/c1ccc(O)c(O)c1O)c1ccccc1)c1ccccc1
  Casp6 inh = 7.0 | E-sel inducer = x | RAD54 inh = 1.3 | RAD52 inh = -3.3 | GSIS activator = -21.5 | CFTR F508del cor = x | XiGFP reactiv = 0.0 | DENV2 CPE = -4.3

Other results follow:
SMILES	Casp6 inh	E-sel inducer	RAD54 inh	RAD52 inh	GSIS activator	CFTR F508del cor	XiGFP reactiv	DENV2 CPE
C/C(=N\NC(=O)CCc1ccccc1)c1ccc(Br)cc1	-2.0	x	x	-8.7	-12.5	1.0	0.0	5.9
Cc1ccc(S(=O)(=O)NCC[C@@H]2CC[C@@H](NC(=O)c3ccccn3)[C@H](CO)O2)cc1	2.0	-0.2	3.9	-3.4	6.5	-1.6	-0.6	-7.8
CCC(C(=O)OCC(=O)Nc1ccc(Cl)c(S(=O)(=O)N(C)C)c1)c1ccccc1 (stereo not drawn)	-1.8	-0.1	x	-4.1	-16.9	x	0.2	x
C[C@H]1CN([C@@H](C)CO)S(=O)(=O)c2ccc(C#CC(C)(C)O)cc2O[C@H]1CN(C)C(=O)CN(C)C	0.0	0.2	1.0	10.6	22.3	2.7	-0.9	18.6
C[C@H](CO)N1C[C@H](C)[C@H](CN(C)C(=O)C2CCCCC2)Oc2ncc(C#CC(C)(C)O)cc2C1=O	x	0.6	x	x	5.5	-3.2	-0.4	x
CCN(CC)CCNC(=O)c1ccc(NC(=O)c2cc(-c3ccncc3)nc3ccccc23)cc1	-77.2	x	37.4	54.5*	x	0.3	-0.1	6.6
Cc1ccc(C(=O)Nn2cnnc2)cc1[N+](=O)[O-]	2.0	x	2.8	-11.1	-12.4	0.4	x	-4.1
COc1ccccc1NC(=O)C(=O)NCC(c1ccco1)N1CCc2ccccc21 (stereo not drawn)	-1.0	5.5	-0.4	-7.0	6.0	9.8*	-0.1	13.1
C[C@H](CO)N1C[C@H](C)[C@@H](CN(C)Cc2ccc(Cl)c(Cl)c2)Oc2ccc(NC(=O)CCN3CCOCC3)cc2CC1=O	-3.1	-7.2	-6.8	29.9	8.4	0.3	0.0	14.2
Nc1cc(-c2ccc(Cl)cc2)nn1S(=O)(=O)c1ccccc1	0.8	0.9	-5.6	-1.7	5.4	-0.5	0.0	6.6
C[C@H](CO)N1C[C@H](C)[C@H](CN(C)C(=O)Nc2ccc3c(c2)OCO3)OCCCC[C@H](C)Oc2ccc(NC(=O)Nc3ccc(C(F)(F)F)cc3)cc2C1=O	1.0	2.8	8.7	1.1	12.6	4.5	0.2	1.7
O=C1CN(S(=O)(=O)Cc2ccccc2)C[C@H]2[C@@H](c3ccc(C#Cc4cccc(F)c4)cc3)[C@H](CO)N12	0.5	0.6	x	-22.1	-20.1	2.5	0.4	-4.6
